From PubChem BioAssay
Pf Dd2 growth = P. falciparum Dd2 growth inhibitors, primary screen, SYBR Green fluorescence, single dose replicates; AID 1159554, 2015; 94,000 tested, 2.3% active; 72 h; stronger effect = lower value; activity change, % at 10 µM; in the data active means activity change below about -80%; inconclusive means no clear call, values can overlap the other calls
GASC1 inh = inhibitors of GASC-1 (KDM4C) histone demethylase, primary screen, biochemical, single concentration HTS; inhibition, % at 12.5 µM; GST-KDM4C 2-372, H3K9me3 peptide, LANCE TR-FRET; 96,000 tested, 0.15% active; Lysine-specific demethylase 4C (Homo sapiens), Q9H3R0;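 active means mean replicate inhibition above about 25%, with at least 55% of replicates also reaching it, limit read from the data, passing the limit was not always enough; inconclusive means only one of those two conditions met; inactive means neither condition met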
Target sequence (Q9H3R0 2-372 limits assumed): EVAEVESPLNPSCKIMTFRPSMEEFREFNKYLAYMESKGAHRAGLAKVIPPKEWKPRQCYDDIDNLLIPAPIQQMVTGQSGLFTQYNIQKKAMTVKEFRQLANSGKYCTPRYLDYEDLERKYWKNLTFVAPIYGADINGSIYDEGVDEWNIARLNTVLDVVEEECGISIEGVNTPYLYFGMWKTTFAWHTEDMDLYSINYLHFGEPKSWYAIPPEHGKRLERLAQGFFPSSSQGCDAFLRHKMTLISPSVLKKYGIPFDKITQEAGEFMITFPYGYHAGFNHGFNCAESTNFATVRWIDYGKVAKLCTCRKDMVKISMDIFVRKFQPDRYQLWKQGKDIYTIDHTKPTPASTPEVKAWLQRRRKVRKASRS
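Material: GST-tagged GASC-1 (JMJD2C) catalytic fragment, aa 2-372. Input: enzyme final amount 10 nM. Medium: HEPES buffer, pH 7.5, plus ascorbate. Reagent: H3K9me3 peptide substrate, Fe(II), 2-oxoglutarate. Doses: single dose. Times: reaction 30 min RT, detection step 1 h RT. Measured by: LANCE TR-FRET. Evaluation: Fall in 671/618 emission ratio as inhibition.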
Tcruzi prolif = T. cruzi intracellular proliferation inhibitors, primary screen, cell-based, beta-gal Tulahuen parasites, NIH3T3 host, luminescence; T. cruzi beta-gal in NIH3T3, GalScreen luminescence, 90 h; inhibition, % at 8.34 µM; 77,000 tested, 5.9% active; AID 624255, 2012;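 active means mean inhibition above about 93%, with at least 55% of replicates each passing it, limit read from the data, passing the limit was not always enough; inconclusive means only one of those two conditions holds; inactive means neither condition holds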
C diff growth = C. difficile growth inhibitors, primary screen, HTS; Clostridium difficile clinical isolate growth, OD600, 24 h; stronger effect = lower value; growth activity, negative = inhibition, % at 16 µg/mL (by protocol); 86,000 tested, 0.25% active; AID 1259249, 2017;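 active means mean growth activity at or below -80% and every replicate also at or below -80%; inconclusive means mean at or below -80% but some replicate above -80%; inactive means mean growth activity above -80%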;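 further: 0% = DMSO wells and -100% = levofloxacin 16 µg/mL wells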
* marks the source's active call; other numbers are inactive results; ? = inconclusive; nt = no result given; & = joins results of further samples.

SMILES | Pf Dd2 growth | GASC1 inh | Tcruzi prolif | C diff growth
C[C@@H]1CN([C@H](C)CO)S(=O)(=O)c2ccc(C#CCC3CCCC3)cc2O[C@H]1CN(C)C(=O)c1ccccn1 | -62 | 2.0 | 48 | -1
C[C@@H]1CN([C@@H](C)CO)C(=O)Cc2cc(NC(=O)Nc3ccccc3)ccc2O[C@@H]1CN(C)C(=O)NC1CCCCC1 | 7 | -1.0 | 57 | 0
Cc1noc(C)c1NC(=O)Nc1ccc2c(c1)C(=O)N([C@@H](C)CO)C[C@H](C)[C@H](CN(C)C(=O)NC(C)C)OCCCC[C@H](C)O2 | 13 | 1.1 | -20 | -12
Cc1ccc(S(=O)(=O)N(C)C[C@H]2Oc3c(NC(=O)NC(C)C)cccc3C(=O)N([C@@H](C)CO)C[C@H]2C)cc1 | -21 | -3.3 | 38 | -3
CO[C@@H]1CN(C)C(=O)c2ccc(NC(=O)c3ccccc3)cc2OC[C@H](C)N(C(=O)C2CC2)C[C@H]1C | 6 | -0.6 | -13 | 0
COc1ccc(NC(=O)N(C)C[C@H]2Oc3ccc(NC(=O)Cn4cnnn4)cc3C(=O)N([C@H](C)CO)C[C@@H]2C)cc1 | -3 | 0.5 | -22 | nt
Cc1noc(C)c1NC(=O)N(C)C[C@H]1OCCCC[C@@H](C)Oc2ccc(NC(=O)C3CCCCC3)cc2C(=O)N([C@H](C)CO)C[C@@H]1C | 32 | 1.4 | -10 | -8
CCC(=O)N1CCCCN2[C@H](C1)[C@H](c1ccc(C#Cc3ccccc3)cc1)[C@@H]2CO | -3 | -1.2 | 84 | -5
COc1ccc(CNC(=O)C[C@H]2C[C@@H]3c4cc(NC(=O)NC5CCCC5)ccc4O[C@@H]3[C@H](CO)O2)cc1 | -63 | -0.4 | 26 | -2
C[C@@H]1CN([C@@H](C)CO)C(=O)c2cccc(NC(=O)c3ccncc3)c2O[C@@H]1CN(C)C(=O)Nc1ccc2c(c1)OCO2 | -13 | 1.6 | -145 | 0
C[C@@H]1CN([C@H](C)CO)C(=O)c2cc(NS(C)(=O)=O)ccc2O[C@@H](C)CCCCO[C@@H]1CN(C)S(=O)(=O)c1cccs1 | -3 | -2.0 | -12 | 1
COc1ccc(S(=O)(=O)Nc2ccc3c(c2)C(=O)N([C@H](C)CO)C[C@@H](C)[C@H](CN(C)Cc2ccc(Oc4ccccc4)cc2)O3)cc1 | -11 | -1.8 | 30 | -5
C[C@@H]1CCCCO[C@@H](CN(C)C)[C@H](C)CN([C@H](C)CO)C(=O)c2cc(NC(=O)NC3CCCCC3)ccc2O1 | 38 | -1.5 | 24 | 0
C[C@@H]1CN([C@H](C)CO)C(=O)Cc2cc(NC(=O)Nc3cccc4ccccc34)ccc2O[C@@H]1CN(C)C(=O)Nc1cccc2ccccc12 | ? | 6.0 | 7 | -6
COCC(=O)N(C)C[C@H]1Oc2cc(C#Cc3cccnc3)ccc2S(=O)(=O)N([C@H](C)CO)C[C@H]1C | 0&6 | -1.5 | 61 | 4&1
N#C[C@H]1N[C@H](CO)[C@H]1c1ccc(C#CC2CCCC2)cc1 | 4 | 3.6 | 101* | -6
C[C@@H]1CCCCO[C@@H](CN(C)Cc2ccc3c(c2)OCO3)[C@@H](C)CN([C@H](C)CO)C(=O)c2cc(NC(=O)Cc3ccccc3)ccc2O1 | 7 | 0.0 | 16 | 1
CO[C@@H]1CN(C)C(=O)c2cc(NS(=O)(=O)c3ccccc3)ccc2OC[C@H](C)N(C(=O)NC(C)C)C[C@@H]1C | -10 | 0.0 | -2 | nt
O=C(C[C@@H]1C=C[C@H](NC(=O)Nc2cc(F)ccc2F)[C@@H](CO)O1)NCc1ccccn1 | 10 | 0.7 | -19 | -2
C[C@@H]1CN([C@H](C)CO)C(=O)c2cc(/C=C/c3ccccc3)cnc2O[C@@H]1CN(C)S(=O)(=O)c1cn(C)cn1 | 11 | -2.1 | 29 | -1

Entries of single compounds, looked up by structure.
CO[C@@H]1CN(C)C(=O)c2ccc(NC(=O)c3ccccc3)cc2OC[C@H](C)N(C(=O)C2CC2)C[C@H]1C across the screens: Pf Dd2 growth = 6; GASC1 inh = -0.6; Tcruzi prolif = -13; C diff growth = 0
C[C@@H]1CN([C@H](C)CO)S(=O)(=O)c2ccc(C#CCC3CCCC3)cc2O[C@H]1CN(C)C(=O)c1ccccn1 across the screens: Pf Dd2 growth = -62; GASC1 inh = 2.0; Tcruzi prolif = 48; C diff growth = -1

Returning to the listing, repeating the 2 entries before the break.
SMILES | Pf Dd2 growth | GASC1 inh | Tcruzi prolif | C diff growth
O=C(C[C@@H]1C=C[C@H](NC(=O)Nc2cc(F)ccc2F)[C@@H](CO)O1)NCc1ccccn1 | 10 | 0.7 | -19 | -2
C[C@@H]1CN([C@H](C)CO)C(=O)c2cc(/C=C/c3ccccc3)cnc2O[C@@H]1CN(C)S(=O)(=O)c1cn(C)cn1 | 11 | -2.1 | 29 | -1
C[C@@H]1CN([C@@H](C)CO)C(=O)c2cc(NS(=O)(=O)c3cccs3)ccc2O[C@@H](C)CCCCO[C@H]1CN(C)C(=O)c1ccncc1 | 15 | 2.3 | nt | nt
C[C@H](CO)N1C[C@H](C)[C@@H](CN(C)C(=O)Nc2ccccc2)Oc2ccc(NS(=O)(=O)c3ccc(F)cc3)cc2C1=O | 9 | -0.5 | 24 | -1
C[C@@H]1CN([C@@H](C)CO)S(=O)(=O)c2ccc(C#C[C@@H](C)O)cc2O[C@@H]1CN(C)Cc1ccc(-c2ccccc2)cc1 | -15 | 0.1 | 93 | 3
CN(C)C(=O)c1cccc(-c2ccc([C@@H]3[C@H](CO)N4C(=O)CN(C(=O)C5CCCC5)C[C@@H]34)cc2)c1 | -5 | 0.7 | nt | -1
C[C@H]1CN([C@@H](C)CO)C(=O)c2cc(NC(=O)C3CC3)ccc2O[C@H]1CN(C)C(=O)Nc1ccccc1 | 3 | 0.4 | -12 | -6
CO[C@@H]1CN(C)C(=O)c2ccc(NC(C)=O)cc2OC[C@@H](C)N(C(=O)CC2CC2)C[C@H]1C | 42 | 1.8 | -10 | nt
COc1ccc(NC(=O)N(C)C[C@H]2OCCCC[C@H](C)Oc3ccc(NC(=O)c4ccccc4)cc3C(=O)N([C@H](C)CO)C[C@@H]2C)cc1 | -49 | -0.7 | 64 | 2
C[C@H](CO)N1C[C@H](C)[C@H](CN(C)C(=O)Nc2ccc(C(F)(F)F)cc2)Oc2c(NS(=O)(=O)c3cccs3)cccc2C1=O | -13 | -1.8 | -5 | nt
COc1ccc(NC(=O)Nc2ccc3c(c2)[C@@H]2C[C@H](CC(=O)NCC4CC4)O[C@@H](CO)[C@@H]2O3)cc1 | -1 | -4.6 | 30 | 0
CC(=O)NC[C@@H]1[C@@H](c2ccc(-c3cccnc3)cc2)[C@@H](CO)N1C(=O)CC1CC1 | 21 | -0.9 | nt | 3
O=C([C@@H]1[C@@H](CO)[C@@H]2Cn3c(ccc(C4=CCCCC4)c3=O)[C@H]1N2Cc1nccs1)N1CCCCC1 | nt | 3.4 | 2 | -1
C[C@@H]1CN([C@H](C)CO)C(=O)c2cccc(NC(=O)Nc3ccccc3)c2O[C@@H]1CN(C)C(=O)Nc1ccccc1 | -41 | -0.4 | 64 | -12
C/C=C/c1ccc([C@@H]2[C@@H](CO)N(C(C)=O)[C@H]2CN(CC)C(=O)CN(C)C)cc1 | 17 | -0.4 | -35 | -5
CN1C(=O)c2cc(NC(=O)c3cnccn3)ccc2OC[C@@H]2O[C@H](CC(=O)N[C@@H]3CCN(Cc4ccccc4)C3)CC[C@@H]21 | 0 | 5.7 | 105* | -4
COc1cc(CN2CC3(CCN(C(=O)Nc4c(C)noc4C)CC3)c3c(n(C)c4cc(OC)ccc34)[C@@H]2CO)cc(OC)c1 | -42 | -0.4 | nt | 4
COCC(=O)N(C)C[C@H]1Oc2cc(C#CC(C)(C)O)ccc2S(=O)(=O)N([C@@H](C)CO)C[C@H]1C | 23 | -0.8 | nt | 0
O=C(O)C[C@@H]1C[C@H]2c3cc(NC(=O)CC4CC4)ccc3O[C@H]2[C@@H](CO)O1 | 7 | 1.2 | -4 | 0
O=C(C[C@H]1CC[C@@H](NC(=O)c2cccc(F)c2)[C@H](CO)O1)NCCN1CCCC1 | -28 | -0.7 | 53 | nt
O=C(Cc1cccnc1)N1CC(=O)N2[C@H](C1)[C@@H](c1ccc(C#CC3CC3)cc1)[C@@H]2CO | -18 | -1.6 | nt | -5
C[C@@H]1CN([C@@H](C)CO)C(=O)c2cc(Br)cnc2O[C@H]1CN(C)Cc1ccc(-c2ccccc2)cc1 | -50 | 1.2 | 63 | -11
CN1C(=O)c2cc(NC(=O)c3ccccc3F)ccc2OC[C@@H]2O[C@H](CC(=O)NCc3ccc4c(c3)OCO4)CC[C@@H]21 | -21 | 4.2 | 62 | 15
C[C@@H]1CN([C@H](C)CO)C(=O)Cc2cc(NS(=O)(=O)c3cccs3)ccc2O[C@H]1CN(C)Cc1ccc(-c2ccccc2)cc1 | 9 | -0.6 | 64 | 41
Cn1cnc(S(=O)(=O)N2CCCCN3[C@@H](CO)[C@@H](c4ccc(-c5cccc(F)c5)cc4)[C@@H]3C2)c1 | -14 | 0.0 | 76 | -3
COCC(=O)N1CC2(C1)[C@H](c1ccccc1)[C@@H](CO)N2C(=O)c1ccncc1 | 13 | -1.0 | nt | -4
COc1ccc(S(=O)(=O)Nc2cccc3c2O[C@H](CN(C)CC2CCCCC2)[C@@H](C)CN([C@H](C)CO)C3=O)cc1 | -3 | 0.9 | 40 | 1
CC(C)NC(=O)N(C)C[C@@H]1Oc2ccc(NC(=O)Nc3ccc(F)cc3)cc2C(=O)N([C@@H](C)CO)C[C@H]1C | -9 | 2.0 | nt | 1
CC(C)NC(=O)N1C[C@@H]2[C@H](c3ccccc31)[C@@H](CO)N2C(=O)c1ccc(F)cc1 | -16 | -3.8 | -2 | 2
COc1ccccc1CNC(=O)C[C@@H]1C=C[C@H](NC(C)=O)[C@H](CO)O1 | 8 | 0.2 | 16 | 10
C[C@H](CO)N1C[C@H](C)[C@@H](CN(C)Cc2ccc(C(=O)Nc3ccccc3N)cc2)Oc2c(NS(C)(=O)=O)cccc2C1=O | -4 | -1.0 | 71 | -3
CO[C@@H]1CN(C)C(=O)c2cc(NC(=O)C3CCCCC3)ccc2OC[C@H](C)NC[C@H]1C | 15 | -1.5 | -39 | 3
C[C@H]1CN([C@@H](C)CO)C(=O)Cc2cc(NC(=O)Nc3cccc4ccccc34)ccc2O[C@@H]1CN(C)S(=O)(=O)c1cn(C)cn1 | 7 | 1.0 | -22 | -8
CC(C)NC(=O)N(C)C[C@H]1Oc2cc(C#CC3CC3)ccc2S(=O)(=O)N([C@H](C)CO)C[C@H]1C | -12 | 0.2 | 60 | 0
CN(C)CC(=O)N1[C@@H](C#N)[C@H](c2ccccc2-c2cccc(C(=O)N(C)C)c2)[C@@H]1CO | -17 | 1.4 | nt | 31
C[C@H](CO)N1C[C@H](C)[C@@H](CN(C)S(=O)(=O)c2ccc(F)cc2)Oc2ccc(NS(=O)(=O)c3ccccc3)cc2CC1=O | -47 | 0.6 | -7 | -2
Cc1noc(C)c1S(=O)(=O)Nc1ccc2c(c1)C(=O)N([C@@H](C)CO)C[C@@H](C)[C@@H](CN(C)S(=O)(=O)c1ccc(F)cc1)OCCCC[C@@H](C)O2 | -53 | -1.0 | nt | -8
O=C(C[C@H]1C=C[C@H](NC(=O)C2CC2)[C@@H](CO)O1)NCc1ccncc1 | 10 | -0.8 | nt | -1
CCCNC(=O)C[C@@H]1CC[C@@H]2[C@H](COC[C@H](O)CN2C(=O)c2cc(Cl)cc(Cl)c2)O1 | 10 | 0.4 | 4 | nt
CC(C)NC(=O)N(C)C[C@H]1Oc2c(NC(=O)C3CCOCC3)cccc2C(=O)N([C@@H](C)CO)C[C@H]1C | 11 | -1.6 | 5 | -1
Cc1noc(C)c1NC(=O)Nc1cccc2c1O[C@H](CN(C)Cc1ccc(-c3ccccc3)cc1)[C@H](C)CN([C@H](C)CO)C2=O | -40 | -0.5 | 87 | -4
C[C@@H]1CN([C@H](C)CO)C(=O)c2cc(NC(=O)Nc3ccc(C(F)(F)F)cc3)ccc2O[C@@H](C)CCCCO[C@H]1CN(C)S(C)(=O)=O | 13 | 0.3 | 57 | -2
C[C@@H]1CCCCO[C@@H](CN(C)S(=O)(=O)c2ccc(F)cc2)[C@@H](C)CN([C@@H](C)CO)C(=O)c2cc(NC(=O)C3CCCCC3)ccc2O1 | -78 | 12 | 41 | 8

Rows are unselected (roughly 6.7% active in at least one column).
